# Screens deposited in PubChem by Icahn School of Medicine at Mount Sinai.
# RBX1-CUL1 inh – inhibitors of human ROC1-CUL1 ubiquitin ligase activity; 140,000 tested, 0.6% active; in vitro K48 di-Ub FRET, acceptor:donor ratio, 45 min; P62877+Q13616; AID 1347404; inhibition, % at 10 µM; in the data active means inhibition above about 25%
# Target sequence (P62877 whole entry, looked up): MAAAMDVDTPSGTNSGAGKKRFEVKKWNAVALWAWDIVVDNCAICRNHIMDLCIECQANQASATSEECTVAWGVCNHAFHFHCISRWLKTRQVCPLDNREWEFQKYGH
# Target sequence (Q13616 whole entry, looked up): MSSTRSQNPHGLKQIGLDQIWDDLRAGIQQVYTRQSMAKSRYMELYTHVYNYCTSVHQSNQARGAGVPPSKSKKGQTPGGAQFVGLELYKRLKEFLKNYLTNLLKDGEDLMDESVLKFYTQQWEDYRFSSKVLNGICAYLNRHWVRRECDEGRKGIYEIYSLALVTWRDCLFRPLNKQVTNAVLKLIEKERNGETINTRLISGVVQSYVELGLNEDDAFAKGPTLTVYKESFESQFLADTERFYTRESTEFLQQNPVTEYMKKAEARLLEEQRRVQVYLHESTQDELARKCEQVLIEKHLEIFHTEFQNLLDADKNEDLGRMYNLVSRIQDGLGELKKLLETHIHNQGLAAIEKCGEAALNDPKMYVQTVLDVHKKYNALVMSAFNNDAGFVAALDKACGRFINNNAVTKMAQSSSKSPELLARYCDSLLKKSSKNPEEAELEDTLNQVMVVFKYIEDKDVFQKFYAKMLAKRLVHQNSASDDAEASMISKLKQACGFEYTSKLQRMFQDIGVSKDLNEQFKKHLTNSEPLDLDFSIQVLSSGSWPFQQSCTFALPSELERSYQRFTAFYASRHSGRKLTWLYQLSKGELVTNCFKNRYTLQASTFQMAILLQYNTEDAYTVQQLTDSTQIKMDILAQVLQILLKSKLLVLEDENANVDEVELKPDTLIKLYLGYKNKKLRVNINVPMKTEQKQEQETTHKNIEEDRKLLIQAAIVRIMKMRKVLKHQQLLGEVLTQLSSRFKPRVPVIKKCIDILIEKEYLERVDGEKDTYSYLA
# Numbers without * were called inactive.
SMILES	RBX1-CUL1 inh
O=C(CN1CCN(c2ccc(F)cc2)CC1)NC1Cc2ccccc2C1	-5
COc1ccc(F)cc1S(=O)(=O)Nc1ccc(C)c(C)c1	3
CCCCCCCCCn1c(SCCCCCCCC)nc2c1c(=O)[nH]c(=O)n2C	11
Nc1cc(Cl)c(N2CCOCC2)cc1N	3
COc1ccc(S(=O)(=O)NCCOc2ccccc2)cc1OC	4
CCN1CCN(C(=O)c2ccc3c(c2)N(Cc2ccccc2F)C(=O)c2ccccc2S3=O)CC1 (stereo unspecified)	2
Cc1ccc(C(=O)Nc2cccc(-c3nnc(SCC(=O)Nc4ccccc4)n3C)c2)cc1	1
CCn1c(=O)cc(SCC(=O)NCc2ccc(OC)cc2OC)c2ccccc21	-3
O=c1c2c3c(sc2n(Cc2ccc(F)cc2Cl)c(=O)n1-c1ccc(Cl)cc1)CCC3	-2
COc1cccc(CCC2CCCN(C(=O)CCc3ccncc3)C2)c1 (stereo unspecified)	-10
N#Cc1ccc2c(c1)-c1ccccc1C2=O	-5
COc1cc(C(N)=O)cc(Cl)c1OC	-2

SMILES	RBX1-CUL1 inh
O=C(c1ccco1)N1CCOC(CCc2ccccc2)C1 (stereo unspecified)	-5
COCCCN1C(=O)/C(=C/c2ccc(N3CCOCC3)cc2C)SC1=Nc1ccccc1	2
COCCNC(=O)c1ccc(C2CCCN2C(=O)CCn2cncn2)s1 (stereo unspecified)	11
C=CCN(CC=C)C(=O)c1cc(COc2c(C)cccc2C)on1	7
CCOC(=O)C1(Cc2ccccc2Cl)CCN(CCO)CC1	12
CN(C)S(=O)(=O)N1CCC(Cc2ccccc2)CC1	6
CCc1cc(C(=O)Nc2ccc(C)cc2Br)cs1	-2
CCCS(=O)(=O)N1CC(=O)N(c2ccccc2C)C(C)(C(=O)NC2CCCC2)C1 (stereo unspecified)	2
COc1cccc(CNC(=O)C2CCN(C(=O)N3CCOc4ccc(Cl)cc43)CC2)c1OC	-4
Nc1nnc(Sc2ccc([N+](=O)[O-])cc2[N+](=O)[O-])s1	1
Fc1ccc(CSc2cnnc(SCc3ccc(F)cc3)c2SCc2ccc(F)cc2)cc1	-10
Cc1c(CC(=O)N[C@@H](C)C(N)=O)c2c(n1CCc1ccccc1)CCCC2=O	4

SMILES	RBX1-CUL1 inh
COCCn1cc(C(=O)NCCc2cccc(Cl)c2)c(=O)c(C(=O)N2CCCC(C)C2)c1 (stereo unspecified)	6
COCCNc1nc(NCc2cccc(Cl)c2)c2cnn(C)c2n1	-7
CCOC(=O)c1c(-c2ccc(Cl)c(Cl)c2)csc1NC(=O)Nc1cccc(Cl)c1	2
O=C1C=C(N2CCOCC2)C(N2CCOCC2)=CC1=O	-15
Cc1ccccc1-n1nc(C(=O)c2cccs2)cc(-c2nc3ccccc3[nH]2)c1=N	-2
CN1c2ccccc2C(C)(C)C12CC(c1ccc(/C(=N/O)c3ccccc3)cc1)=NO2 (stereo unspecified)	-5
CN(C)S(=O)(=O)c1ccc(N2CCOCC2)nc1	-2
O=C1CCC(=O)N1c1cccc(-c2nc3cc(Cl)ccc3c(=O)o2)c1	1
CCC(=O)Nc1ccc(C(C)C)cc1	4
CCN(Cc1ccccc1)S(=O)(=O)c1ccc2c(c1)CC(C)N2C(=O)C1CCC1 (stereo unspecified)	4
COc1ccc2c(c1)c1c(c(=O)n(-c3ccc(OC)c(OC)c3)c(=O)n1Cc1ccc(C)cc1)n2C	-7
CCc1noc(C)c1C(=O)NC(C)(C)CC(C)(C)C	1

SMILES	RBX1-CUL1 inh
COCc1cc(C)nc2sc3c(c12)NC(c1ccc(O)c(OC)c1)N(c1ccccc1)C3=O (stereo unspecified)	-3
Clc1ccc(N=Nc2c(-c3ccccc3)[nH]c(-c3ccccc3)c2CN2CCOCC2)cc1	3
O=C(NCc1ccccc1)OCSc1ccccc1	-2
Cc1ccccc1CCC1CCCN(C(=O)c2cc[n+]([O-])cc2)C1 (stereo unspecified)	-6
Cc1ccnc2c(N3C(=O)C4CC=C(Cl)CC4C3=O)cccc12 (stereo unspecified)	4
Cc1ccc(S(=O)(=O)Nc2ccc(NC(=O)c3cc(-c4ccc(Cl)cc4)nc4ccccc34)cc2)cc1	1
CCOc1ccccc1NC(=O)N1CCN(Cc2nc3ccc(C)cc3o2)CC1	0
CCc1ccc(C2C(C)C(N3CCC(C(=O)Nc4cccc(OC)c4)CC3)NS2(=O)=O)cc1 (stereo unspecified)	-6
Cc1ccn(CN2CCN(c3ccccc3)CC2)n1	-8
Cc1cc(C)n(-c2cccc(C(=O)N3CCc4c(cnc(C)c4CNC(=O)c4ccsc4)C3)c2)n1	1
C/C(=N\NS(=O)(=O)c1ccc(Br)cc1)c1cccc(NC(=O)c2ccco2)c1	0
COc1ccc2c(c1)CCCN2Cn1nc(COc2ccc(C3CCCCC3)cc2)n(C)c1=S	0

# A draw from above in order of length of the SMILES, rising:
SMILES	RBX1-CUL1 inh
Cc1ccccc1CCC1CCCN(C(=O)c2cc[n+]([O-])cc2)C1 (stereo unspecified)	-6
COCc1cc(C)nc2sc3c(c12)NC(c1ccc(O)c(OC)c1)N(c1ccccc1)C3=O (stereo unspecified)	-3
Cc1ccc(S(=O)(=O)Nc2ccc(NC(=O)c3cc(-c4ccc(Cl)cc4)nc4ccccc34)cc2)cc1	1

# The results go on:
SMILES	RBX1-CUL1 inh
COc1ccc(CCN2CC(C(=O)N3CCN(Cc4cccc(C)c4)CC3)CCC2=O)cc1 (stereo unspecified)	-5
C=CCNS(=O)(=O)Cc1cccc(C)c1	-7
CCCn1c(=O)c2c(nc3n(Cc4ccco4)c(C)c(C)n23)n(C)c1=O	7
O=C(NC1CCCCC1)c1ccccc1NC(=O)C(c1ccccc1)c1ccccc1	-3
CC(C)NC(=O)Cn1ccc2cc(S(=O)(=O)N3CCCCCC3)ccc21	-9
CCS(=O)(=O)Nc1ccc(C)c(Cl)c1	5
Cc1ccc(C)c(NC(=O)CSc2nc3c([nH]c4ccccc43)c(=O)n2-c2ccc(F)cc2)c1	-5
CC1(C)N=C(N)N=C(N)N1c1cccc(C#N)c1	4
CCCSc1nnc2c(n1)-c1cccc3cccc-2c13	0
C=CCC(=O)N(CCOC)CC1CCN(Cc2ccccc2OC)CC1	6
Cc1cc(C)c2c3c(sc2n1)C(c1ccc(F)c(Br)c1)C(C#N)C(=N)O3 (stereo unspecified)	-5
Cc1sc(C)c(C2C=CNC=N2)c1I (stereo unspecified)	-6

# Looked up above.
# COc1ccc(CCN2CC(C(=O)N3CCN(Cc4cccc(C)c4)CC3)CCC2=O)cc1 (stereo unspecified) in RBX1-CUL1 inh is entered as -5
# CCS(=O)(=O)Nc1ccc(C)c(Cl)c1 in RBX1-CUL1 inh is entered as 5
# C=CCC(=O)N(CCOC)CC1CCN(Cc2ccccc2OC)CC1 in RBX1-CUL1 inh is entered as 6
# O=C(NC1CCCCC1)c1ccccc1NC(=O)C(c1ccccc1)c1ccccc1 in RBX1-CUL1 inh is entered as -3
# Cc1sc(C)c(C2C=CNC=N2)c1I (stereo unspecified) in RBX1-CUL1 inh is entered as -6
# Cc1ccc(C)c(NC(=O)CSc2nc3c([nH]c4ccccc43)c(=O)n2-c2ccc(F)cc2)c1 in RBX1-CUL1 inh is entered as -5

# (cont.)
canonical_smiles	RBX1-CUL1 inh
CCOc1ccc(CNC(=O)CN2C(=O)C3CCCCN3c3ccc(C(=O)N4CCCC4)cc32)cc1 (stereo unspecified)	-2
Cc1occc1-c1nnc(SCC(=O)Nc2ccccn2)o1	-4
C=CCOc1ccc(/C=N/NC(=O)Cc2ccc(Cl)cc2)cc1	-5
Cc1ccc(-c2[nH]nc3c2C(c2c(Cl)cccc2Cl)C(C#N)C(=N)O3)cc1 (stereo unspecified)	-7
Cc1cc(OC(C)(C)C(=O)N2CCC3(CC2)OCCO3)ccc1Cl	6
O=C(COc1ccc(Br)cc1)c1ccc(F)cc1	14
O=C(COc1ccccc1F)Nc1ccccc1OCc1cc(=O)n2ccccc2n1	0
O=C1O[C@@H]2CN(Cc3ccccc3)C[C@@H]2N1C1CCCC1	7
CCOc1cc(/C=N/NC(=O)c2ccc(Cl)cc2Cl)ccc1Oc1ccc([N+](=O)[O-])cc1[N+](=O)[O-]	-4
Cc1cccc(-n2c3nc(=O)n(C)c(=O)c-3cc3ccc(Cl)cc32)c1C	2
Cc1cc(C)c2c(n1)nn1c(C)c(CCC(=O)NCc3ccccc3Cl)c(C)nc21	7
COc1cc(CNc2ccc(N3CCN(C(C)=O)CC3)cc2)ccc1OCc1ccc(F)cc1	-4
C=CCOc1c(Cl)cc(CNc2ccc(Cl)cc2)cc1OC	-4
O=C1C(Cl)=C(Cl)C2(OCCO2)C1Cl (stereo unspecified)	-4
CC(NCC(O)COc1ccccc1)C(=O)NCCC(=O)O (stereo unspecified)	-3
O=C(NCc1ccc2c(c1)OCO2)C1CCC(=O)N(C2CCCCCC2)C1 (stereo unspecified)	-10
CCc1ccccc1NC(=O)C(NS(=O)(=O)c1ccc2c(c1)CCC(=O)N2)c1ccccc1 (stereo unspecified)	-4
CN(C)S(=O)(=O)Nc1cccc(N)c1	4
CCCCCC(=O)Nc1sc2c(c1C(N)=O)CCC(C)C2 (stereo unspecified)	4
Cc1cc(C)n2nc(S(=O)(=O)Nc3c(Cl)cccc3Cl)nc2n1	-2
COc1ccc(CCNC(=O)c2cccc(-n3cnc4cccnc43)c2C)cc1OC	2
O=C(NC1CCCCC1)c1ccc(CSc2nc3ccncc3n2Cc2ccc(F)cc2)cc1	-5
CCCCOc1ccc(C(=O)NCc2nnnn2-c2ccc(C)c(C)c2)cc1	3
O=C(CSc1nc2sc3c(c2c(=O)n1-c1ccccc1)CCCC3)c1ccccc1	-14
CN1C(=S)N(c2ccc(Cl)cc2)C(=O)/C1=C/c1cn(CC(=O)NCc2ccco2)c2ccccc12	7

canonical_smiles	RBX1-CUL1 inh
CCCNC(=O)CN1C(=O)COc2ccc(S(=O)(=O)N3CCCCCC3)cc21	3
COc1cc(/C=N\Nc2nccs2)cc(OC)c1O	3
Cc1ccc(C)c(NC(=O)Cc2coc3cc(C)cc(C)c23)c1	-3
CCCCCC(=O)Nc1scc(-c2ccc(Cl)cc2)c1C(=O)OCC	8
O=[N+]([O-])c1ccccc1-c1ccccc1[N+](=O)[O-]	2
CC(=O)N1CCc2cc(S(=O)(=O)CCC(=O)N3CCN(c4cccc(C)c4C)CC3)ccc21	-5
CCC(Sc1ccc2nnc(CCNS(=O)(=O)c3ccc(OC)cc3)n2n1)C(=O)OC (stereo unspecified)	0
CCCCCCOc1ccc(Oc2nc(C)cc(C)n2)cc1	-3
COC(=O)c1ccccc1NC(=O)c1ccc(Cl)c(Cl)c1	9
Cc1ncccc1C(=O)N1CCC(C2CCN(Cc3cccc(F)c3F)CC2)C1 (stereo unspecified)	2
O=S(=O)(Nc1ccccc1C1=NCCc2ccccc21)c1ccc(Cl)cc1	0
COc1ccc(-c2onc(C)c2C)cc1S(=O)(=O)NC1CCCCC1	7
COc1ccc(C)cc1S(=O)(=O)N1CCN=C1c1ccccc1	1
CC1=NN(C(=O)c2cccc(Br)c2)C(O)(C(F)(F)OC(F)(F)F)C1 (stereo unspecified)	2
Nc1c(C(=O)Nc2ccc(Cl)c(Cl)c2)sc2nc3c(cc12)CCCCC3	-8
CCCN1CCC(NC2CCCc3nc(-c4ccccc4)ncc32)CC1 (stereo unspecified)	3
Cc1cccn2c1nc(=S)n2C(=O)c1ccco1	6
Cc1ccc(-n2ncc(C(=O)N3CCN(c4ncccn4)CC3)c2C2CCN(C(=O)OC(C)(C)C)CC2)cc1	-1
CC(NC(=O)Nc1ccccc1C(F)(F)F)c1c(-n2cccc2)sc2c1CCCC2 (stereo unspecified)	11
COc1ccccc1C(=O)Nc1ccc(Br)cc1C	-12
CC(C)OCCCNC(=O)CN1C(=O)COc2ccc(S(=O)(=O)N3CCOCC3)cc21	-10
Cc1cc(NC(=O)N2CC=C(c3c[nH]c4ccccc34)CC2)ccc1Br	-4
CCNC1=C(C(=O)Nc2ccccc2)S(=O)(=O)c2ccccc21	8
CCOC(=O)c1c(-c2cccc3ccccc23)csc1NC(=O)c1csc2c1CCCC2	-7
CCOc1ccc(C(=O)NCCc2sc(-c3cccc(F)c3)nc2C)cc1OCC	14

# Three entries from above in a different format:
RBX1-CUL1 inh | Molecule
-4 | Cc1cc(NC(=O)N2CC=C(c3c[nH]c4ccccc34)CC2)ccc1Br
11 | CC(NC(=O)Nc1ccccc1C(F)(F)F)c1c(-n2cccc2)sc2c1CCCC2 (stereo unspecified)
3 | CCCN1CCC(NC2CCCc3nc(-c4ccccc4)ncc32)CC1 (stereo unspecified)

# New compounds follow:
canonical_smiles	RBX1-CUL1 inh
CC(CCc1ccccc1)NC(=O)Cn1ncc2c3ccccc3n(Cc3ccccc3F)c2c1=O (stereo unspecified)	0
Cc1c(C(=O)NCC2CCCO2)nnn1-c1ccc(Cl)cc1 (stereo unspecified)	1
CSc1nc(C)cc(OCCO)n1	3
CCCCCCCCNC(=O)Nc1ccc2c(c1)nc(C)n2C	11
CCCOc1ccc(C(C)=O)cc1Cc1c(O)nc(SC)[nH]c1=O	1
Cc1cccc(CC(=O)Nc2cnn(-c3cccc(C(=O)N4CC5C[C@@H]6CC4C[C@H](C5)C6)c3)c2)c1	-3
CCCOc1ccc(-c2cccc(NS(=O)(=O)c3ccccc3)c2)nn1	2
COc1ccc(NC(=S)NC(=O)CCc2ccccc2)cc1	9
COc1ccc(CCNc2oc(COc3ccccc3C)nc2C#N)cc1	-11
CCCNC(=O)N1CCN(S(=O)(=O)c2ccccc2)CC1	11
CSc1nc(-c2ccco2)nn1S(C)(=O)=O	2
O=C(C1CCN(c2nc3ccccc3[nH]2)CC1)N1CCN(c2cccc(Cl)c2)CC1	11
CCn1c(=O)c2sccc2n2c(CCC(=O)Nc3ccc(OC)c(Cl)c3)nnc12	1
Cc1ccccc1/C=C(\C#N)c1nc(-c2ccc(Cl)cc2)cs1	5
CC(C)(C)NC(=O)C1CCCN(C2CCN(C3Cc4ccccc4C3)CC2)C1 (stereo unspecified)	9
O=C1CSC2=NC3=C(CCc4ccccc43)C(c3ccc(F)cc3)N12 (stereo unspecified)	9
Cn1c(=O)n(CCc2ccccc2)c(=O)c2c1nc1n2CCN1c1ccc(Cl)cc1	7
Cc1cccn2c(=O)cc(COc3cccc(NC(=O)COc4ccc(F)cc4)c3)nc12	1
O=C1N=C2c3ccccc3C(=O)C2C(c2ccc(Cl)cc2)S1 (stereo unspecified)	4

# Not all compounds are listed (hit frequency here may not be typical).
